# RAM inhibit = inhibitors of the yeast RAM network, primary screen, dse1pr::URA3 reporter, 5-FOA selection. S. cerevisiae dse1pr::URA3 reporter, 5-FOA growth OD615, 2 d; analog-sensitive cbk1-as2 kinase mutant strain. inhibition, % at 50 µM. actives 1.8% (n = 190,000). AID 868, 2007;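 active = inhibition above a set limit, 3 SD over mean compound inhibition, cut at about 8.4% in these data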;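 note: 0% = DMSO-only wells with no growth and 100% = 10 µM 1-NA-PP1 full growth; inhibition rescues growth on 5-FOA so higher OD means more RAM inhibition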
# APP 5'UTR act = activators of APP 5'UTR luciferase reporter, primary screen, SH-SY5Y cells. activation, % at 2 µM. actives 1% (n = 190,000). SH-SY5Y APP 5'UTR luciferase reporter, luminescence; zero percent = DMSO vehicle wells;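 active = activation above a set limit, based on mean plus 3 SD of controls, cut at about 140% in these data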; note: values of inactives mirror those of a sister screen read the other way
# FLuc inh counter = firefly luciferase enzyme inhibitors, primary screen, artefact control for luciferase-based inhibitor screens, biochemical, luminescence, ATPLite; Luciferin 4-monooxygenase (Photinus pyralis), P08659; 10 min; inhibition, % at 10 µM; actives 1.5% (n = 200,000); AID 1006, 2008;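 active = inhibition above about 50% when tested at 10 µM, limit read from the data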
# Target sequence (P08659 whole entry, looked up): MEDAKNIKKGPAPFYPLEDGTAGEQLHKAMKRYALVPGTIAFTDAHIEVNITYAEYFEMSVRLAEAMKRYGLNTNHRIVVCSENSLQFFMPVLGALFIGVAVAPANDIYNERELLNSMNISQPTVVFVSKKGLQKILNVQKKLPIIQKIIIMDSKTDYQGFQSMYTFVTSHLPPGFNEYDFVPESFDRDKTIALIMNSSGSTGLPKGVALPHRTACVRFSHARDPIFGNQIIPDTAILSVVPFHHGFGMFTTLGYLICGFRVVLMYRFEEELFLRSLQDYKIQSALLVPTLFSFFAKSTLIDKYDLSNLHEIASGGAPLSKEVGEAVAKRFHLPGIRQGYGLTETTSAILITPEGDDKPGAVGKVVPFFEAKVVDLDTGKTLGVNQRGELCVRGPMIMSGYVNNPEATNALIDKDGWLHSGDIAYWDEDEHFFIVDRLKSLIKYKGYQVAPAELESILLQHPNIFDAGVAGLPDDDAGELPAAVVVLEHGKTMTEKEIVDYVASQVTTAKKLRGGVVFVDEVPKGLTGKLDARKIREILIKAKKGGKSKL
# STAT3 act = IL-6 driven STAT3 reporter potentiators, primary screen, U3A cells, luciferase, luminescence, MLSCN library; IL-6 STAT3-luciferase reporter; 100% = signal with IL-6 EC80 alone; activation (% of control), % at 5.6 µM; actives 0.91% (n = 190,000); AID 871, 2007;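 active = activation above the screen-wide mean of compound activation plus 3 SD, cut at about 130% in these data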;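 note: 0% = background luminescence of wells with medium and substrate only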
#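 Material: STAT3-luciferase reporter U3A cells. Controls: IL-6-treated wells, 100% activation. Read-out: % activation versus median of IL-6-stimulated wells. Probe or stimulus: IL-6 stimulus at 33 ng/mL final. Timing: compound 1 h, then IL-6 6 h at 37 °C. Signal: reporter luminescence signal.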
# STAT1 inh = STAT1 signaling inhibitors, primary screen, cell-based, HTS, luciferase reporter; AID 920, 2007; NIH 3T3 STAT1-luciferase reporter, IFN-gamma, luminescence; actives 0.35% (n = 200,000); inhibition, % at 5.5 µM;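 active = inhibition above a set limit, the mean inhibition across all tested compounds plus 3 SD, cut at about 34% in these data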;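 note: 0% = IFN-gamma with DMSO and 100% = IFN-gamma with 300 µM nifuroxazide; values of inactives mirror those of a sister screen read the other way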
# APP transl inh = inhibitors of APP translation via 5'UTR reporter, primary screen, APP 5'UTR luciferase, SH-SY5Y cells; SH-SY5Y APP 5'UTR-luciferase reporter, luminescence; inhibition, % at 2 µM; actives 0.82% (n = 190,000); AID 1285, 2008;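 active = inhibition above a set limit, derived from the sample mean plus 3 SD, cut at about 45% in these data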; note: values of inactives mirror those of a sister screen read the other way
# STAT3 inh = IL-6 driven STAT3 reporter inhibitors, primary screen, U3A cells, luciferase, luminescence, MLSCN library | IL-6 STAT3-luciferase reporter; host cell line lacks STAT1 | actives 0.89% (n = 190,000) | inhibition, % at 5.5 µM;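 active = inhibition above the mean inhibition across all screened compounds plus 3 SD, cut at about 44% in these data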;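 note: 0% = DMSO only wells and 100% = 100 µM nifuroxazide control wells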
# Hsp70 act = Hsp70 transcriptional activators, primary screen, cell-based, HeLa, Hsp70 promoter luciferase, luminescence, 10 µM; actives 0.04% (n = 200,000); activation, % at 10 µM; AID 1203, 2008; HeLa Hsp70 promoter luciferase reporter; scaled: vehicle 0, proteasome-inhibitor control 100%;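 active = activation above the mean across all tested compounds plus 3 SD, cutoff set per campaign, cut at about 5.5% in these data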;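 note: 100% = MG132 at 30 µM as the positive control and 0% = DMSO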
# NF-kB neuron act = activators of NF-kB expression in neurons, primary screen, cell-based, HTS. actives 1.6% (n = 190,000). fold change at 12.5 µM. human neuronal cells, NF-kB reporter expression; stronger effect = higher value; in the data active = fold change above about 3.3
# STAT1 act = STAT1 signaling activators, primary screen, cell-based, HTS, luciferase reporter. NIH 3T3 STAT1-luciferase reporter, IFN-gamma, luminescence; 100% = IFN-gamma alone, no compound. activation (% of control), % at 5.5 µM. actives 2.6% (n = 200,000);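 active = activation above the screen-wide mean activation plus 3 SD, cut at about 130% in these data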;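 note: raw ratio to IFN-gamma control signal so 100% means no change and 0% no light; values of inactives mirror those of a sister screen read the other way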
# * = called active by the depositor.
Compound	RAM inhibit	APP 5'UTR act	FLuc inh counter	STAT3 act	STAT1 inh	APP transl inh	STAT3 inh	Hsp70 act	NF-kB neuron act	STAT1 act
CCSC1=N/C(=C\c2ccc(C(=O)O)cc2)C(=O)S1	4.8	16	-10	103	-2	-16	0	0.3	1.4	102
CCc1cccc(CC)c1N(COC)C(=O)Cn1c(CO)nc2ccccc21	0.9	9	-4	109	-4	-9	-5	-0.2	0.96	104
COc1ccc(/C=N/n2c(SC)nnc2-c2ccccc2)c(OC)c1OC	-0.3	-44	2	94	2	44	11	0.2	1.4	98
CCOC(=O)/C(=N\Nc1cc(Cl)ccc1Cl)N1CCOCC1	-0.2	7	-1	100	-4	-7	10	-0.1	0.94	102
CC(=Nc1ccccc1)C1=C(O)CCCC1=O	-0.7	2	-5	104	-11	-2	-2	-0.3	1	110
COc1ccc(NC(=O)N2CC(C)OC(C)C2)cc1OC (configuration not stated)	0.3	0	-14	101	-2	0	1	0.0	0.94	102
CCN(CC)C(=O)CN(c1cccc([N+](=O)[O-])c1)S(=O)(=O)c1ccccc1	0.6	-5	-12	99	3	5	5	-0.3	1.4	95
Cc1ccc(NC(=O)CN(C)C(=O)CCOc2ccccc2C)cc1	0.3	1	-3	88	0	-1	13	0.1	0.95	100
Nc1ccc2oc(-c3ccc4nc[nH]c4c3)nc2c1	0.9	11	83*	75	-28	-11	33	-0.3	1.3	132*
COc1ccccc1NS(=O)(=O)c1cccc(NC(=O)Nc2ccc(Cl)cc2)c1	3.5	7	-7	98	7	-7	7	-0.1	0.57	92
CCc1ccccc1-n1c(SCC(=O)N2CCCC2)nc2[nH]ncc2c1=O	-0.2	-24	-2	95	-3	24	7	-0.3	0.96	103
Cc1c(C(=O)O)oc2c1/C(=N\O)CCC2	1.3	-13	-9	94	-1	13	10	-0.5	1.1	101
CCOc1ccc(C2CC(=O)NC(SCC(=O)OC)=C2C#N)cc1 (configuration not stated)	-0.2	5	-6	95	4	-5	10	-0.4	0.99	97
Cc1cc(NC(=O)C2CCC2)n(-c2ccccn2)n1	-1.1	2	-6	99	-5	-2	8	-0.1	1.1	103
Cc1ccc(S(=O)(=O)N2CCC(C(=O)NCCCN3CCCCCC3)CC2)cc1	1.8	-1	-3	113	7	1	-12	0.0	0.99	94

# Given with two lines to a compound: two of the compounds above
# Order of results: RAM inhibit | APP 5'UTR act | FLuc inh counter | STAT3 act | STAT1 inh | APP transl inh | STAT3 inh | Hsp70 act | NF-kB neuron act | STAT1 act
> CCc1ccccc1-n1c(SCC(=O)N2CCCC2)nc2[nH]ncc2c1=O
    -0.2 | -24 | -2 | 95 | -3 | 24 | 7 | -0.3 | 0.96 | 103
> Cc1cc(NC(=O)C2CCC2)n(-c2ccccn2)n1
    -1.1 | 2 | -6 | 99 | -5 | -2 | 8 | -0.1 | 1.1 | 103

# Remaining list, next part.
Compound	RAM inhibit	APP 5'UTR act	FLuc inh counter	STAT3 act	STAT1 inh	APP transl inh	STAT3 inh	Hsp70 act	NF-kB neuron act	STAT1 act
COC(=O)c1cc(-c2ccccc2)n[nH]1	0.3	1	-3	89	-3	-1	15	-0.1	1.2	102
CSC1=NCCN1S(=O)(=O)c1ccc(Cl)cc1	1.9	7	-6	95	1	-7	7	-0.2	1.2	98
Cc1ccc(N(Cc2cc3ccccc3[nH]c2=O)C(=O)c2ccco2)c(C)c1	4.1	9	-8	98	-1	-9	10	0.2	0.57	101
CC1=NOC(=O)/C1=C\c1ccc(-c2ccccc2Br)o1	2.7	-32	0	118	-8	32	-14	-0.2	0.92	105
CC(C)Oc1ccc(CNC(=S)N/N=C/c2ccc([N+](=O)[O-])cc2)cc1	3.7	24	-7	99	-13	-24	3	0.4	1.4	112
CCOC(=O)C1=C(C)Nc2nc(C)nn2C1c1ccc(C)cc1 (configuration not stated)	0.9	27	-10	97	-1	-27	4	0.0	1.1	101
C/C(Cn1cnc([N+](=O)[O-])n1)=N/NC(=O)COc1ccccc1Cl	0.0	7	-2	84	-6	-6	23	-0.2	1	105
COc1ccc(CNc2ncnc3cc(Cl)ccc23)cc1	1.2	-2	-6	106	26	2	-2	-0.1	0.83	75
O=C(CSc1nnc(-c2ccncc2)o1)NCc1ccccc1Cl	1.5	-1	-6	98	3	1	2	-0.1	1.2	97
CC(=O)Nc1ccc(-c2csc(Nc3ccc(Cl)cn3)n2)cc1	5.7	28	-3	60	-20	-28	52*	-0.1	1.2	118

# 11 entries from above, with values under each structure.
# Every second line gives: RAM inhibit | APP 5'UTR act | FLuc inh counter | STAT3 act | STAT1 inh | APP transl inh | STAT3 inh | Hsp70 act | NF-kB neuron act | STAT1 act
- Cc1ccc(S(=O)(=O)N2CCC(C(=O)NCCCN3CCCCCC3)CC2)cc1
→ 1.8 | -1 | -3 | 113 | 7 | 1 | -12 | 0.0 | 0.99 | 94
- COC(=O)c1cc(-c2ccccc2)n[nH]1
→ 0.3 | 1 | -3 | 89 | -3 | -1 | 15 | -0.1 | 1.2 | 102
- CSC1=NCCN1S(=O)(=O)c1ccc(Cl)cc1
→ 1.9 | 7 | -6 | 95 | 1 | -7 | 7 | -0.2 | 1.2 | 98
- Cc1ccc(N(Cc2cc3ccccc3[nH]c2=O)C(=O)c2ccco2)c(C)c1
→ 4.1 | 9 | -8 | 98 | -1 | -9 | 10 | 0.2 | 0.57 | 101
- CC1=NOC(=O)/C1=C\c1ccc(-c2ccccc2Br)o1
→ 2.7 | -32 | 0 | 118 | -8 | 32 | -14 | -0.2 | 0.92 | 105
- CC(C)Oc1ccc(CNC(=S)N/N=C/c2ccc([N+](=O)[O-])cc2)cc1
→ 3.7 | 24 | -7 | 99 | -13 | -24 | 3 | 0.4 | 1.4 | 112
- CCOC(=O)C1=C(C)Nc2nc(C)nn2C1c1ccc(C)cc1 (configuration not stated)
→ 0.9 | 27 | -10 | 97 | -1 | -27 | 4 | 0.0 | 1.1 | 101
- C/C(Cn1cnc([N+](=O)[O-])n1)=N/NC(=O)COc1ccccc1Cl
→ 0.0 | 7 | -2 | 84 | -6 | -6 | 23 | -0.2 | 1 | 105
- COc1ccc(CNc2ncnc3cc(Cl)ccc23)cc1
→ 1.2 | -2 | -6 | 106 | 26 | 2 | -2 | -0.1 | 0.83 | 75
- O=C(CSc1nnc(-c2ccncc2)o1)NCc1ccccc1Cl
→ 1.5 | -1 | -6 | 98 | 3 | 1 | 2 | -0.1 | 1.2 | 97
- CC(=O)Nc1ccc(-c2csc(Nc3ccc(Cl)cn3)n2)cc1
→ 5.7 | 28 | -3 | 60 | -20 | -28 | 52* | -0.1 | 1.2 | 118
